Bioassay records as filed in PubChem BioAssay.
TNF necrop inh = TNF-alpha cell death inhibition in Jurkat FADD-/- cells; 220,000 compounds, 0.068% hits; Jurkat FADD-/- TNF necroptosis rescue, ATP luminescence, 24 h; 0 = TNF only, 100 = no-TNF cells; activation (protection from cell death), % at 10 µM;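 active = activation, meaning protection from cell death, of at least 50% relative to plate controls; inactive = activation below 50%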;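 also: necroptosis triggered by 40 ng/mL TNF-alpha added together with compound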
EP2 antag = EP2 receptor (human) inhibition; 260,000 compounds, 0.52% hits; P43116; C6 glioma cells expressing human EP2, cAMP TR-FRET; cells stimulated with saturating PGE2; inhibition, % at 25 µM;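 active = percent inhibition above 40 after rounding to a whole number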;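 also: rat C6 glioma host cells with rolipram phosphodiesterase inhibitor present; the protocol text gives 20 µM as final concentration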
L929 necroptosis = L929 zVAD cell death inhibition; L929 zVAD necroptosis rescue, ATP luminescence, 24 h; with zVAD 60 µM; viability rescue, % at 10 µM; 220,000 compounds, 0.38% hits; AID 1377;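 active = activation, scaled between plate controls, above about 75%, limit read from the data; inactive = activation under that limit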;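 also: 0% = zVAD with DMSO and 100% = DMSO alone without zVAD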
Runt-SMMHC FRET = inhibitors of human RUNX1 Runt domain binding to CBFb-SMMHC. Cerulean-Runt/Venus-CBFb-SMMHC FRET ratio 530/480, 1 h. 220,000 compounds, 0.74% hits. inhibition, % at 20 µM. AID 1434;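 active = mean inhibition across duplicate retests at 20 µM reaching about 50%, limit read from the data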;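 also: 0% = DMSO wells and 100% = wells with excess untagged CBFb-SMMHC; inhibitors lower the FRET ratio by blocking Runt binding to CBFb-SMMHC; some results filed as inactive read as strong as hits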
Runt-CBFb FRET = Runt domain-CBFb interaction inhibition. 220,000 compounds, 0.46% hits. Cerulean-Runt/Venus-CBFb FRET ratio 530/480, 1 h. Q01196+Q13951. inhibition, % at 20 µM. AID 1496;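 active = inhibition over about 50% at 20 µM in the single-dose screen, limit read from the data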;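 also: 0% = DMSO wells and 100% = excess unlabeled CBFb competitor control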
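Reagent – Venus-CBFb binding partner, 100 nM · Assay system – Cerulean-tagged RUNX1 Runt domain (FRET donor) fusion protein · Input – 100 nM per protein · Incubation – two 1 h room-temperature incubations shielded from light · Measured by – FRET fluorescence · Medium – Tris buffer pH 7.5 with salts and BSA · Benchmarks – unlabeled CBFb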
RBBP9 inhibitor = human RBBP9 hydrolase inhibition; O75884; recombinant RBBP9, FP-Rh probe fluorescence polarization; inhibition, % at 7.94 µM; 220,000 compounds, 0.2% hits; AID 1515;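 active = inhibition above the campaign mean of all tested compounds plus 3 SD, cut at about 14% in these data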;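 also: plate controls were DMSO wells with RBBP9 for no effect and wells lacking RBBP9 protein for full effect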
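Assay system: recombinant human RBBP9; Reagent: Serine-hydrolase probe FP-Rh, 375 nM pre-mixing; Doses: 7.94 µM single dose, 0.794% DMSO; Incubation: 30 min then 45 min, 25 °C; Detection: fluorescence polarization (mP), excitation 525 nm, emission 598 nm; Evaluation: percent inhibition from mP, scaled between DMSO and no-protein wells.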
PERK inhibitor = blocks human PERK kinase. CHO PERK-DD fusion, SEAP luminescence translation reporter. inhibition, % at 5.6 µM. 220,000 compounds, 0.17% hits. AID 1416;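 active = inhibition above the mean inhibition of all tested compounds plus 3 SD, set separately per screening campaign, cut at about 2.9% in these data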;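 also: PERK kinase domain activated by AP20187 dimerizer at 100 nM; 0% = DMSO with dimerizer and 100% = rapamycin at 8.4 µM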
Target sequence (Q9NZJ5 whole entry, looked up, the tested form may be a part): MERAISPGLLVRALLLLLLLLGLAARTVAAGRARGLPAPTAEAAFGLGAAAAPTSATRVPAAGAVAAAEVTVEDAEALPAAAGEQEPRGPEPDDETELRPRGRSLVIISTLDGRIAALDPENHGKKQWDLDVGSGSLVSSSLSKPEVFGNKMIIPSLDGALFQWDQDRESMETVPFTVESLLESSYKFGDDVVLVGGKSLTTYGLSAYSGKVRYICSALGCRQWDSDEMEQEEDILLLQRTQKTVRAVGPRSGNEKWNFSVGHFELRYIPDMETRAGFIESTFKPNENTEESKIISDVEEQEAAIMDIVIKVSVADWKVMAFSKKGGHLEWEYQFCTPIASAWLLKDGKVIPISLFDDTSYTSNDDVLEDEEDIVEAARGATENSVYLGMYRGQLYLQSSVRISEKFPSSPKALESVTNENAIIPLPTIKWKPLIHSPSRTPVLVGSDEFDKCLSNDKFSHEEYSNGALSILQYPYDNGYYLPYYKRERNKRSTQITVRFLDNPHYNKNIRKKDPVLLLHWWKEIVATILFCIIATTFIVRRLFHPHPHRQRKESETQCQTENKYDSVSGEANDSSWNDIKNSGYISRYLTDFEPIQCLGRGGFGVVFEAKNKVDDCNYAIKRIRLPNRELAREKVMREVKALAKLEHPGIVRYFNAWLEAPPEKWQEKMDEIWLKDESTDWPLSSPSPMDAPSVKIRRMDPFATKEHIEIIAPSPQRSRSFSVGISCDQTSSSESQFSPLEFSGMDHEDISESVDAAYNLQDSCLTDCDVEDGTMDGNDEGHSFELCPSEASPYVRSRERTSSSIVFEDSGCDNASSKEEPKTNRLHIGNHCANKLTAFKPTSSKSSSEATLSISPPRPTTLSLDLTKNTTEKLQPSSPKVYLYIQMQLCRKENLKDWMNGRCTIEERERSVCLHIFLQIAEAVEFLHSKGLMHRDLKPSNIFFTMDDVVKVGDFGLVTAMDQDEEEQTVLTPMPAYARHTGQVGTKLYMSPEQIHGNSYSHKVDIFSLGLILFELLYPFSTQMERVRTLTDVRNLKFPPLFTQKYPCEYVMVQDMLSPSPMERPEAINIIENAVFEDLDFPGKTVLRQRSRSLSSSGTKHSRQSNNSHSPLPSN
EP2 modulator = modulates human prostaglandin E2 receptor EP2 signaling; EP2-expressing cells, cAMP HTRF FRET, PGE2 co-stimulation; induction, % at 25 µM; 260,000 compounds, 0.83% hits; AID 940;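 active = compounds whose cAMP rise, as percent of the full-agonist control response, exceeds 60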;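 also: rat C6 glioma line stably carrying human EP2 under a CMV promoter; the protocol text gives 20 µM as final concentration; 100% = response of wells given 1 µM PGE2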
Hck Nef HTS = human Hck-Nef kinase inhibition; Recombinant Hck-YEEI plus Nef, Z-Lyte FRET kinase assay; inhibition, % at 20 µM; 220,000 compounds, 0.68% hits; AID 463187;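 active = Hck-Nef kinase inhibition above about 50%, limit read from the data; inactive = inhibition below that limit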;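 also: 0% = DMSO with Hck plus Nef and 100% = Hck alone without Nef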
Numbers without * were called inactive; nt = not tested or not shown; & = joins results of further samples.

mol,TNF necrop inh,EP2 antag,L929 necroptosis,Runt-SMMHC FRET,Runt-CBFb FRET,RBBP9 inhibitor,PERK inhibitor,EP2 modulator,Hck Nef HTS
CC1CCC(NC(=O)C2CC(=O)N(c3ccc4c(c3)OCCO4)C2)CC1 (stereo not drawn),0.4,5,2.4,-1,0,-12,0.8,5,1
Cc1nc2c(C)cccc2c2c1CCN2c1ccccc1F,0.2,13,-1.1,2,2,-12,-1.3,-21,17
O=C(C[n+]1cc(-c2ccc(Cl)cc2)n2c1CCC2)Nc1nc(-c2ccc(F)cc2)cs1,-0.8,7,-0.4,4,-2,3,0.3,-22,24
CCC(=O)NC(Nc1nc(C)cs1)(C(=O)OC)C(F)(F)F (stereo not drawn),-0.9,10,nt,3,-2,-5,-0.2,30,3
O=C1C(Cl)=C(NCC2CCCO2)C(=O)N1C1CCCCC1 (stereo not drawn),-4.4,12,0.3,-12,3,-1,0.3,28,-1
Cn1nc(-c2ccccn2)nc2c(=O)n(C)c(=O)nc1-2,-25,12,8.6,-28,-8,-4,-0.6,-10,18
CN=C(Nc1ccc(C(=O)OC)s1)c1ccc(Cl)cc1,-4.2,8,-0.7,-2,-1,-8,0.7,8,16
Cc1cc([N+](=O)[O-])cnc1Sc1nccn1C,2.6,19,0.3,1,-3,-13,-0.1,26,-10
Cc1cc(C(=O)N/N=C/c2cc(Br)ccc2OC(=O)c2ccccc2)n[nH]1,7.3,nt,37,-3,0,-5,1.1,-3,3
Cc1ccc2cc(C)c3nnc(SCC(=O)NCc4ccco4)n3c2c1,-3.5,7,0.0,-1,2,-11,-0.2,-1,3
Cc1c(Br)cc(C(=O)NC2CCCCC2)c(C)c1C,-1.0,6,0.0,-2,0,-4,0.5,-24,2
O=C(c1cccnc1)N1CCc2ccccc21,-1.7,8,-0.3,-3,-1,9,0.8,29,-2
CC(C)N1C(=O)C2C(c3ccccc3O)NC(C)(C(=O)O)C2C1=O (stereo not drawn),0.6,14,0.8,-3,0,nt,nt,0,0
Cc1ccc(C)n1/N=C1/NC(=O)CS1,-1.6,14,0.1,-6,7,-5,1.5,-7,1
Cc1cc(C)nc(N2N=C(c3ccccc3)CC2=O)n1,1.0,1,0.1,2,-1,-9,0.9,11,22
CCN1CCN(C(=O)C(NS(=O)(=O)c2ccc3nc(C)sc3c2)C(C)C)CC1 (stereo not drawn),-0.7,14,0.0,2,1,-2,0.1,-1,1
FC(F)(F)c1cnc(-c2cnc3c(-c4ccc(Cl)cc4)cnn3c2)c(Cl)c1,-2.2,nt,0.3,-16,-1,-4,0.1,7,0
COc1ccc(-c2cc(=O)c3cc(OC)c(OC)cc3[nH]2)cc1,1.5,28,42,-2,0,-1,-0.2,-24,-1
CSc1ccc(/C=N/Nc2cccc(C(=O)O)c2)cc1,0.1,9,1.2,3,10,-7,-0.2,-28,37
COc1ccc(Nc2nc(N)nc(CSc3nnc(N)s3)n2)cc1,-0.6,2,0.1,-5,0,-4,0.7,-34,-19
CCN1C(=O)/C(=C\c2cn(-c3ccccc3)nc2-c2cccnc2)SC1=S,-0.8,3,0.7,-16,-4,0,0.1,10,60*
CCC1(c2ccccc2)NC(=O)N(CC#N)C1=O (stereo not drawn),0.9,6,1.9,-5,3,2,-0.2,6,8
CCOC(=O)CCc1c(C(=O)OCC)[nH]c(CC)c1C(=O)OCc1ccccc1,-1.5,5,1.3,-2,-4,-15,-2.7,9,12
Cn1cnc(S(=O)(=O)Nc2cc(-c3ccc(Cl)cc3)nn2C)c1,-1.3,6,0.6,-1,1,4,0.9,-16,16
O=c1[nH]n2c(=O)c3c([nH]c2c1N=Nc1cccc(Cl)c1)CCCC3,-2.5,-1,-0.2,-14,-14,-2,-0.6,-20,15
O=C(N/N=C/c1ccc2c(c1)OCO2)c1ccc(Cn2cc([N+](=O)[O-])cn2)o1,0.7,6,0.2,-1,0,-5,0.3,-8,7
COc1ccc2[nH]c(=O)c(CN(CCCN(C)C)C(=O)Nc3ccccc3)cc2c1,0.1,23,-0.9,-1,-3,0,-0.6,47,0
O=C(CSc1nnnn1C1CCCC1)Nc1ccc(F)cc1,1.5,7,0.1,2,-4,-11,0.4,13,1
Cc1cccc(OCC(=O)N=Nc2c(O)[nH]c3ccc([N+](=O)[O-])cc23)c1,-6.6,28,1.1,3,1,-1,-0.5,-18,3
Cc1nn(C)c(C)c1C1C(C#N)=C(N)OC2=C1C(=O)CCC2 (stereo not drawn),2.2,1,0.9,2,-1,-8,0.4,12,2
CCCCn1c(=O)[nH]c(=O)c2c1nc(-c1ccsc1)n2Cc1ccccc1,0.7,12,-0.6,0,-4,-8,-1.3,51,-1
COCCCn1c(=O)/c(=C\c2ccccc2OC(F)F)s/c1=C(/C#N)C(=O)NC(C)C,2.4,5,-0.5,59,-62,5,0.1,10,1
COCCNCC(=O)NC12CC3CC(CC(C3)C1)C2,0.2,10,0.0,0,-2,-6,0.3,15,1
N#CC(C(=O)Nc1cccc(Cl)c1)=C1Nc2ccccc2N1,3.4,8,0.0,-2,-2,-8,-1.2,-25,-6
CCN(CC)S(=O)(=O)c1ccc(NC(=O)C2c3ccccc3Oc3ccccc32)cc1,8.4,6,nt,4,2,-25,-1.3,-8,-3
Cc1ccc(NC(=O)C(=O)NCCOc2ccc(Cl)cc2)c(C)c1,1.7,4,0.4,0,0,-10,1.2,-4,5
COCCNC(=O)CN(C)S(=O)(=O)c1ccc(Br)cc1,1.8,5,nt,4,-2,-6,0.2,2,-13
CC(=O)Nc1ccc(NC(=O)C(C)OC(=O)C2(c3ccc(Cl)cc3)CCCC2)cc1 (stereo not drawn),3.1,3,0.8,-3,-12,-8,0.5,1,0
O=C(/C=C/c1ccccc1Cl)N(c1ccccn1)C1CCCCC1,1.1,6,-0.3,-2,1,-9,-0.5,32,1
COc1ccccc1OCC(=O)c1[nH]c(C)c(C(C)=O)c1C,-11,14,-0.1,-1,-1,-2,-0.2,11,0
CCOc1ncccc1C(=O)NCc1ccccc1Cl,1.1,4,1.9,-2,0,-9,0.6,25,15
Nc1ncn(C23CC4CC(CC(C4)C2)C3)n1,-0.1,11,0.1,0,-2,0,0.6,28,-1
CC(C)(C)C(=O)NC1(C(F)(F)F)NC(=O)N(c2ccccc2F)C1=O (stereo not drawn),3.7,11,0.4,0,0,3,1.7,20,24
O=C(N/N=C/c1ccc(O)c([N+](=O)[O-])c1)c1ccncc1,0.3,11,0.2,-8,1,-2,1.9,2,10
CCOc1nc(NC(=O)NS(=O)(=O)c2cccc(Cl)c2)nc(-c2ccccc2)n1,2.6,5,0.6,1,0,1,-0.1,-18,4
CCCCOC(=O)CCn1[nH]c(=O)c2ccccc2c1=O,0.2,10,0.9,0,-1,-3,0.4,19,0
CC1(C)Cc2nc3sc4c(OCc5ccccc5)ncnc4c3cc2CO1,-3.6,8,0.0,-1,-2,0,1.3,-1,-1
COC(=O)c1[nH]c2ccccc2c1NC(=O)CN1CCN(c2cccc(OC)c2)C(C)C1 (stereo not drawn),-9.5,12,0.0,-3,1,-4,0.1,-17,0
Cn1nnnc1SCC(=O)c1ccc(Br)s1,11,7,0.5,-1,3,1,1.3,-22,-1
OCCOCCNc1ncnc2sc(-c3ccccc3)cc12,-1.7,17,0.3,3,5,-4,-1.6,-2,1
O=C(CCCc1cccs1)Nc1ccc2c(c1)OCO2,14,3,1.0,-4,-1,6,0.5,-45,17
CCOc1cc(C2C3=C(CCCC3=O)N(C)C3=C2C(=O)CCC3)cc(Cl)c1O,-0.8,6,-0.6,50,14,5,-0.1,14,7
CC(C)(C)N1OC2CC1c1nc3ccccc3n1C2 (stereo not drawn),3.4,12,0.0,0,-1,nt,nt,29,21
CC1=CC(C)(C)N(C(=O)C(C)N2C(=O)c3ccccc3C2=O)c2c(C)cc(C)cc21 (stereo not drawn),0.2,nt,-0.4,-1,0,-3,-0.5,49,-15
Cc1cc(-c2nnc3sc(-c4ccc(Cl)cc4Cl)nn23)n[nH]1,-7.3,5,0.7,1,-1,-10,-0.3,-28,2
CN(C)S(=O)(=O)c1cccc(C(=O)NCc2ccco2)c1,-0.9,5,-0.5,2,2,-5,0.7,-4,6
Oc1ccccc1CNc1ccc(Br)cn1,7.9,3,18,5,-1,-5,1.2,-4,-1
COc1cc(OC)c(C2SCCS2)c(OC)c1,0.7,11,0.6,-1,-3,-5,0.4,35,5
O=C(Cc1cccc2ccccc12)Nc1nc(-c2cccc([N+](=O)[O-])c2)cs1,1.2,11,1.1,4,1,-2,0.7,-24,1
Cc1ccc(-c2csc(C3C(N)=NC(S)=C(C#N)C34CCCCC4)n2)cc1 (stereo not drawn),-2.2,8,0.2,-4,17,-6,-1.1,21,0

Next part.
mol,TNF necrop inh,EP2 antag,L929 necroptosis,Runt-SMMHC FRET,Runt-CBFb FRET,RBBP9 inhibitor,PERK inhibitor,EP2 modulator,Hck Nef HTS
O=C(CN1CCN(c2ncc(C(F)(F)F)cc2Cl)CC1)NCCNc1ncc(C(F)(F)F)cc1Cl,-13,0,-0.5,-7,-5,-47,-0.2,-9,1
CCCCNC(=O)CC1C(=O)N(Cc2ccccc2)C(C)c2nc3ccccc3n21 (stereo not drawn),1.3,7,3.1,-7,-2,-3,-0.5,15,2
CCOC(=O)c1ccc(NC(=O)CN(c2ccc(C)cc2)S(=O)(=O)c2c(C)nn(C)c2C)cc1,2.5,6,0.7,-2,-5,-2,-1.6,5,-2
O=C(CSc1nnc(-c2ccco2)n1Cc1ccco1)NCc1ccccc1,0.0,12,-0.8,4,6,-5,-0.1,22,3
COc1ccc(N=C2SC(CC(=O)Nc3ccc(F)cc3)C(=O)N2Cc2ccco2)cc1 (stereo not drawn),7.5,4,3.4,15,30,-7,0.6,-10,1
CCOC(=O)c1ccc(NC(=O)CSc2nc3cccnc3n2C)cc1,-1.3,19&16,0.0,0,0,-3,-0.5,-69&-46,9
Cn1cc([N+](=O)[O-])c(C(=O)Nc2ccn(Cc3c(F)c(F)cc(F)c3F)n2)n1,-3.7,9,-0.1,-9,2,-6,-1.6,-7,2
CCOC(=O)c1c(NC(=O)CN(C)C2CCN(C)CC2)sc(C(=O)Nc2ccccc2)c1C,5.2,8,0.1,2,0,-13,-0.9,-8,19

This is a subset; rates above refer to the full screens.
